MITF inh: MITF inhibitors, primary screen, biochemical, AlphaScreen, human | AID 1259374, 2018 | 650,000 compounds, 0.91% hits | Microphthalmia-associated transcription factor (Homo sapiens), O75030 | AlphaScreen MITF homodimerization, bead proximity signal | inhibition, % at 2.6 µM; in the data active = inhibition above about 50%;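 also: 0% = vehicle wells with protein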
Target sequence (O75030 whole entry, looked up): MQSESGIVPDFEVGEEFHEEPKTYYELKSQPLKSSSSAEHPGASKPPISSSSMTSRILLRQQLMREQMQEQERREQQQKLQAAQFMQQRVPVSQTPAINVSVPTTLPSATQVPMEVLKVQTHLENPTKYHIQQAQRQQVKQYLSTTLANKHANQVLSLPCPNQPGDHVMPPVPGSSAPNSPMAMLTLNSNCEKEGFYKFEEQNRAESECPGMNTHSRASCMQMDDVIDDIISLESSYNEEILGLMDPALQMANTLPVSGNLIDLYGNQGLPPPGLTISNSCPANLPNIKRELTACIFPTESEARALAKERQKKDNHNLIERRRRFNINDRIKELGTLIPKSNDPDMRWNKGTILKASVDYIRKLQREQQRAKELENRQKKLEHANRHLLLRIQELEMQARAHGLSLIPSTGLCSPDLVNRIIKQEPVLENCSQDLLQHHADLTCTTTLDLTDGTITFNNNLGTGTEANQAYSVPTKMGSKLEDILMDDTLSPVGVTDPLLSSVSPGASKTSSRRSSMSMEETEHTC
GPR151 ag: activators of human GPR151, primary screen, cell-based, PathHunter beta-arrestin, luminescence; G-protein coupled receptor 151 (Homo sapiens), Q8TDV0; PathHunter beta-arrestin GPR151 cells; activation, % at 11.2 µM; 650,000 compounds, 1% hits; AID 1508602, 2020; in the data active = activation above about 4.9%;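 also: 0% = median of compound wells and 100% = cells with positive control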
Target sequence (Q8TDV0 whole entry, looked up): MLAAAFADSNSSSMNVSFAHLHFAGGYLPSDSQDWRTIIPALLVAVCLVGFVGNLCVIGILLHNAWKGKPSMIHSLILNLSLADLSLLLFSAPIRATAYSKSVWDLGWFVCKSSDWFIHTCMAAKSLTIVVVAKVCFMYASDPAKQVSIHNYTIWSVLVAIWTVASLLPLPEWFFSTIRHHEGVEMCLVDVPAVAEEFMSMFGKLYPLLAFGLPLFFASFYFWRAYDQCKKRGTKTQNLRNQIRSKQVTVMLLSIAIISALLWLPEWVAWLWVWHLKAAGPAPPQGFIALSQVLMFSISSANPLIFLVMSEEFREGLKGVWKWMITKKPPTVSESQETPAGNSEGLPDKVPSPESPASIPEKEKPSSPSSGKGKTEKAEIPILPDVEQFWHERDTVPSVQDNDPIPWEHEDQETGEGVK
FBW7 activator: FBW7 E3 ligase activators, primary screen, biochemical, AlphaScreen, human. F-box/WD repeat-containing protein 7 (Homo sapiens), Q969H0. AlphaScreen FBW7–phospho-cyclin E peptide binding, activator screen. normalized activity (activation), % at 26.1 µM. 650,000 compounds, 0.13% hits; in the data active = normalized activity above about 1.9%;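 also: purified mutant Fbw7 with reduced substrate affinity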
TEAD-YAP inh: TEAD-YAP interaction inhibition, primary screen, TEAD-YAP interaction inhibitor project, luminescence, HEK-TIYL cells; TEAD-Gal4/YAP UAS-luciferase luminescence; inhibition, % at 9.12 µM; 640,000 compounds, 1.4% hits; in the data active = inhibition above about 32%;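 also: 0% = median of test compound wells and 100% = reference inhibitor wells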
An asterisk follows results filed as active; i = inactive.

1) CC(C)c1nccn1CCC(=O)NC1(c2ccc(F)cc2)CCCC1
2) CC(NC(=S)NC(=O)c1cccs1)c1ccccc1 (stereo not drawn)
3) Nc1ncc(-c2ccc(Cl)cc2)nc1-c1ccc(C=O)cc1
4) CCCCOC(=O)c1ccc(NC(=O)COc2ccc(C)cc2)cc1
5) Cc1nn(CC(=O)NC23CC4CC(CC(C4)C2)C3)c(C)c1[N+](=O)[O-]
6) Cc1ccc(NC(=O)c2cccc([N+](=O)[O-])c2)c(C(=O)O)c1

assay / entry	1	2	3	4	5	6
MITF inh	15.5	-14.8	21.7	11.0	4.1	-3.8
GPR151 ag	0.5	0.9	-0.7	-0.2	-0.7	-5.0
FBW7 activator	0.0	-0.3	0.5	0.0	0.4	0.0
TEAD-YAP inh	4.5	10.1	3.4	4.0	5.3	-15.1

7) COc1ccnc(N2CCC(N(Cc3ccco3)S(=O)(=O)c3cccs3)CC2)n1
8) CCNc1nc(N2CCOCC2)nc(-n2nnc(C(C)=O)c2C)n1
9) O=C(NC1CCCCC1)C(c1cccs1)N(C(=O)c1ccccn1)c1cccnc1 (stereo not drawn)
10) Cc1c(NC(=O)N(C)c2ccccc2)c(=O)n(-c2ccccc2)n1C
11) O=c1c(NC2CCCCCC2)c(-c2ccccc2)c1=O
12) Cc1cc(C)c(C#N)c(SC2CC(=O)N(c3ccccc3)C2=O)n1 (stereo not drawn)

assay / entry	7	8	9	10	11	12
MITF inh	-10.5	i	2.8	15.0	-3.2	2.6
GPR151 ag	1.3	-0.9	4.9	-0.5	2.3	0.3
FBW7 activator	-0.4	0.1	-0.1	0.2	-0.2	0.6
TEAD-YAP inh	13.0	-2.0	2.4	10.4	-10.7	38.0*

13) NC(=O)CSc1nnc(COc2cccc(Cl)c2)n1-c1ccccc1
14) O=C(C1CCN(CC2CC=CCC2)CC1)N1CCN(c2ccccc2)CC1 (stereo not drawn)
15) CC(NC(=O)COc1ccccc1C#N)C12CC3CC(CC(C3)C1)C2 (stereo not drawn)
16) CN(C)C1(CNC(=O)C2(c3ccccc3)CC2)CCCCC1
17) Cc1nc2cc(NC(=O)N3CC4(C)CC3CC(C)(C)C4)ccc2n1C (stereo not drawn)
18) Nc1cccc(-c2cc(C(=O)NCCc3ccc(O)cc3)ccn2)c1

assay / entry	13	14	15	16	17	18
MITF inh	-0.7	48.7	13.4	10.1	2.9	10.2
GPR151 ag	-1.5	0.6	1.1	0.4	-1.8	-0.5
FBW7 activator	0.4	0.4	0.2	0.1	-0.1	0.1
TEAD-YAP inh	9.5	8.5	5.5	5.8	-4.7	2.8

19) Cc1ccc(/C=N\NC(=O)CNC(=O)C23CC4CC(CC(C4)C2)C3)o1
20) C=CCOc1ccc(C(=O)Nc2ccccc2C(N)=O)cc1
21) COc1ccccc1N=c1oc2ccc(Br)cc2cc1C(=O)NC(C)=O
22) O=C1CCCN1CCCn1c(=S)[nH]c2cc3c(cc2c1=O)OCO3
23) CCOC(=O)c1sc(NC(=O)C(C)Sc2nnc(CNC(=O)c3cc(OC)cc(OC)c3)n2C)c(C(=O)OCC)c1C (stereo not drawn)
24) C=CCc1cccc(/C=N/NC(=O)c2nonc2C)c1O

assay / entry	19	20	21	22	23	24
MITF inh	14.2	10.7	-0.2	-10.8	-1.0	6.1
GPR151 ag	-0.6	-0.8	0.8	-0.6	1.2	-2.3
FBW7 activator	0.2	0.1	-0.1	-0.1	0.0	0.0
TEAD-YAP inh	4.9	-54.3	10.0	-1.6	5.7	10.7

25) Cc1ccoc1C(=O)NCC1CCC2(CCN(Cc3ccccc3)CC2)O1 (stereo not drawn)
26) Cc1cc(S(=O)(=O)N2CCCC2)c(C)s1
27) O=C(CC12CC3CC(CC(Br)(C3)C1)C2)NCc1ccccc1
28) CN(Cc1ccccc1)Cn1nc(-c2ccncc2)oc1=S
29) CC(C)[C@@H]1NC(=O)[C@H]2CN(Cc3ccccc3F)CCN2C1=O
30) CCOc1ccc(N(C(C)C(=O)Nc2ccc(Br)c(C)c2)S(C)(=O)=O)cc1 (stereo not drawn)

assay / entry	25	26	27	28	29	30
MITF inh	-0.3	2.1	7.4	-0.8	5.6	20.4
GPR151 ag	0.8	0.1	1.0	-0.6	1.5	-0.4
FBW7 activator	0.1	0.1	0.1	0.0	-0.2	0.2
TEAD-YAP inh	-2.9	-3.7	3.7	1.8	6.3	-2.2

31) Cc1nn(-c2ccccn2)c2c1C(Cl)=C(/C=N/NC(=O)c1ccncc1)CC2
32) Cc1cc(OCC(=O)NCc2ccncc2)ccc1Br
33) O=C(N/N=C/c1cccs1)c1n[nH]c(=O)c2ccccc12
34) CC(C)C[C@@H]1NC(=O)[C@H]2CN(Cc3ccc(CN4CCCCC4)s3)CCN2C1=O
35) O=C(OCc1cccnc1)c1ccc(O)cc1
36) Cc1cc(NC(=O)CSCC(=O)OCc2nnc(-c3ccc(F)cc3)o2)no1

assay / entry	31	32	33	34	35	36
MITF inh	29.6	0.4	-0.1	3.9	3.7	1.6
GPR151 ag	-0.3	1.0	0.4	-0.4	-1.0	1.0
FBW7 activator	0.2	0.0	-0.1	0.1	0.0	0.1
TEAD-YAP inh	-0.8	-2.1	-19.2	17.3	10.0	7.2

37) O=C(CCc1nc(-c2ccccc2F)no1)NCCCN1CCCC1
38) O=C(Nc1ccc(Oc2ccccc2)cc1)C1C2C=CC3(O2)C1C(=O)N(Cc1cccs1)C3C(=O)NC1CCCCC1 (stereo not drawn)
39) CCCCC(=O)Nc1nc2ccccc2s1
40) Cc1cc(C)nc(NC(N)=O)n1
41) CCN(C(=O)c1cccc(C(=O)N(CC)c2ccccc2)c1)c1ccccc1
42) COc1ccccc1/C=C/CN1CCNC(=O)C1CC(=O)N(C)Cc1ccc2nonc2c1 (stereo not drawn)

assay / entry	37	38	39	40	41	42
MITF inh	-1.1	-2.4	-1.7	8.0	-0.2	-23.0
GPR151 ag	-1.1	1.0	-0.3	1.6	-1.2	0.9
FBW7 activator	0.0	-0.1	0.4	0.1	0.0	0.4
TEAD-YAP inh	-8.1	0.4	-49.8	-5.5	0.2	-1.8

43) Cc1ccccc1NC(=O)C(=O)N/N=C/c1cc([N+](=O)[O-])ccc1O
44) Cc1sc(NC(=O)c2ccco2)c(CN2CCCCC2)c1C
45) O=C(NNC(=O)c1cc(O)c(O)c(O)c1)NC1CCCCC1
46) CC(C(=O)Nc1ncccn1)(C(F)(F)F)C(F)(F)F
47) Cc1ccc(-c2nn(CC(=O)NCCc3c(C)[nH]c4c(Cl)c(Cl)ccc34)c(=O)c3ccccc23)cc1S(=O)(=O)N(C)C
48) COc1cc(/C=N/NC(=O)CCCC(=O)NC2CCCCC2)ccc1C

assay / entry	43	44	45	46	47	48
MITF inh	14.0	5.9	-5.2	-9.7	5.7	-3.4
GPR151 ag	0.8	1.6	0.0	0.3	-0.6	0.4
FBW7 activator	-0.1	0.1	-0.3	0.0	0.0	-0.1
TEAD-YAP inh	8.2	-32.0	-9.1	-3.2	2.6	2.1

49) CC1=C(C(=O)Nc2cccc(C)n2)C(c2ccccc2)C2=C(CC(C)(C)CC2=O)N1 (stereo not drawn)
50) O=C(Nc1cccc([N+](=O)[O-])c1)Nc1cc(C(F)(F)F)ccc1-n1ccnc1
51) COc1ccc(C2CC(c3c(-c4ccccc4)c4cc(Cl)ccc4[nH]c3=O)=NN2C(=O)CCCC(=O)O)cc1OC (stereo not drawn)
52) Cc1ccc(C(=O)Oc2cccc(-c3cnc4ccccc4n3)c2)cc1Br
53) Cc1ccc(SCCC(=O)Nc2nccs2)cc1
54) CCC(C)NC(=O)c1ccc2c(c1)N(Cc1ccccc1F)C(=O)CS2 (stereo not drawn)

assay / entry	49	50	51	52	53	54
MITF inh	14.3	-3.9	12.9	-1.2	-3.2	7.4
GPR151 ag	1.3	-1.7	-0.6	1.7	1.7	0.2
FBW7 activator	1.6	0.1	0.2	0.1	0.1	0.1
TEAD-YAP inh	5.8	-14.7	0.3	9.5	4.9	6.6

55) O=C1CSC(=S)N1C1CCS(=O)(=O)C1 (stereo not drawn)
56) CCOc1ccc(C(=O)n2ccn(S(=O)(=O)c3ccc(C)cc3)c2=O)cc1
57) CC(C)(C)c1ccc(C2/C(=C(\O)c3ccccc3)C(=O)C(=O)N2c2nncs2)cc1 (stereo not drawn)
58) COc1ccc(/C=C2/C(=O)NC(=O)N(c3ccccc3F)C2=O)c(OC)c1
59) COc1ccc(C(=O)Nc2ccc(-c3nc4cc(C)cc(C)c4o3)cc2)cc1[N+](=O)[O-]
60) COc1ccccc1/C=N/NC(=O)OC(C)(C)C

assay / entry	55	56	57	58	59	60
MITF inh	4.9	14.4	4.0	-2.4	7.4	5.1
GPR151 ag	0.0	-1.3	0.4	1.0	0.4	0.8
FBW7 activator	-0.6	0.3	-0.2	0.0	0.2	0.4
TEAD-YAP inh	7.4	-4.2	-7.7	1.9	4.1	-41.0

Look-ups from the list.
Result of CN(C)C1(CNC(=O)C2(c3ccccc3)CC2)CCCCC1 in GPR151 ag: 0.4
Result of CCN(C(=O)c1cccc(C(=O)N(CC)c2ccccc2)c1)c1ccccc1 in GPR151 ag: -1.2

Given with bars between the fields: 3 of the compounds above
nr | SMILES | MITF inh | GPR151 ag | FBW7 activator | TEAD-YAP inh
3 | Nc1ncc(-c2ccc(Cl)cc2)nc1-c1ccc(C=O)cc1 | 21.7 | -0.7 | 0.5 | 3.4
4 | CCCCOC(=O)c1ccc(NC(=O)COc2ccc(C)cc2)cc1 | 11.0 | -0.2 | 0.0 | 4.0
5 | Cc1nn(CC(=O)NC23CC4CC(CC(C4)C2)C3)c(C)c1[N+](=O)[O-] | 4.1 | -0.7 | 0.4 | 5.3

(continued)
61) O=C1SC(Nc2cccc(C(F)(F)F)c2)C(=O)N1c1ccccc1 (stereo not drawn)
62) CCC(NS(=O)(=O)c1ccc(OC)cc1)C(=O)NCCCOC (stereo not drawn)
63) Cc1cccc(NC(=O)C(=O)NCC(C)CN(C)C)c1 (stereo not drawn)
64) CCN(CC)c1ccc(CN2CC[C@@H](N3CCOCC3)[C@@H](CCC(=O)OC)C2)cc1
65) CCOc1cc(/C=C2/SC(=S)N(CC3CCCO3)C2=O)ccc1O (stereo not drawn)
66) Cc1ncc2c(c1CNC(=O)C1CCCO1)CCN(C1C3CC4CC(C3)CC1C4)C2 (stereo not drawn)

assay / entry	61	62	63	64	65	66
MITF inh	-5.5	6.8	17.9	-13.2	-5.8	16.7
GPR151 ag	0.2	-0.2	-1.8	-0.9	1.3	0.2
FBW7 activator	0.7	-0.1	0.1	-0.1	-0.2	0.1
TEAD-YAP inh	-4.5	9.3	-27.1	2.2	-6.9	-1.3

67) Cc1ccc(NC(=O)c2ccc3c(c2)N(CC(=O)NC(C)(C)C)C(=O)C(C)(C)O3)cc1
68) Cc1cc(=O)[nH]c(-n2ncc(C#N)c2N)n1
69) Cc1c(C(=O)Oc2ccc(F)cc2)sc2ncn(Cc3ccccc3Cl)c(=O)c12
70) CCC1(C(=O)c2ccccc2)C(c2ccc(OC)c(OC)c2)C1(C(=O)OC)C(=O)OC (stereo not drawn)
71) CC(C)Oc1ccc(S(=O)(=O)N2CCCCC2)cc1[N+](=O)[O-]
72) COc1ccccc1-n1c(SCC(=O)N2CCCC2)nnc1-c1ccco1

assay / entry	67	68	69	70	71	72
MITF inh	0.3	19.3	9.1	-1.4	8.4	2.3
GPR151 ag	-0.7	-1.7	1.0	0.5	0.1	0.2
FBW7 activator	-0.3	-0.9	-0.1	-0.1	-0.2	-0.1
TEAD-YAP inh	2.3	-2.4	-1.5	4.1	4.0	0.3

Values by screen from the list:
Compounds 57 to 68 in MITF inh, in turn: 4.0, -2.4, 7.4, 5.1, -5.5, 6.8, 17.9, -13.2, -5.8, 16.7, 0.3, 19.3
Compounds 57 to 68 in GPR151 ag, in turn: 0.4, 1.0, 0.4, 0.8, 0.2, -0.2, -1.8, -0.9, 1.3, 0.2, -0.7, -1.7
Compounds 57 to 68 in TEAD-YAP inh, in turn: -7.7, 1.9, 4.1, -41.0, -4.5, 9.3, -27.1, 2.2, -6.9, -1.3, 2.3, -2.4

Remaining list, next part:
73) C=CCNC(=O)c1ccc2c(c1)[nH]c(=S)n1c3ccccc3nc21
74) COc1ccc(S(=O)(=O)N2CCC(C(N)=O)CC2)cc1I
75) Cc1ccc(NS(=O)(=O)c2ccc(NS(=O)(=O)c3ccc4c(c3)OCCO4)cc2)c(C)c1
76) CCn1c(C(=O)O)c(CNCc2ccc(OC(C)C)cc2)c2ccc(C)cc21
77) COc1ccc(C(=O)/C=C/C(=O)N(CC(=O)NCCC(C)C)Cc2cccs2)c(O)c1
78) c1ccc(Cc2nc3c4cnn(Cc5ccccc5)c4ncn3n2)cc1
79) COc1ccccc1NC(=O)c1ccc[n+]([O-])c1
80) O=C(/C=C/c1ccco1)Nc1ccc(S(=O)(=O)Nc2cccc(C(F)(F)F)c2)cc1

assay / entry	73	74	75	76	77	78	79	80
MITF inh	4.0	22.3	-14.2	-2.3	7.3	-6.5	16.3	4.5
GPR151 ag	0.5	-0.9	-1.5	0.8	0.7	1.2	1.5	2.3
FBW7 activator	0.3	0.7	0.1	-0.2	0.0	-0.1	0.2	-0.1
TEAD-YAP inh	7.4	2.4	4.7	0.3	10.6	-9.7	-0.8	6.0

Not a hit list; about 3.5% have a hit in one of these screens.
